# Abeta yeast res: restores growth of yeast expressing A-beta42 peptide; yeast expressing A-beta42, growth rescue, OD600, 48 h; response scale: 0% DMSO, 100% iron-clioquinol control; Potency, µM (doses to about 46.1 µM), for the others: top-dose growth rescue, usual class: activators; actives 0.063% (n = 410,000); AID 1347071; further: potency means the concentration at half of the fitted maximal effect; nearly all actives have a fitted effect of over 55% in size
#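 Yeast growth medium received pinned compounds, then yeast cells expressing toxic A-beta were added; plates incubated at 30 C for 48 hr. Growth read as absorbance at 600 nm, normalized to DMSO and equimolar FeCl3 plus clioquinol controls.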
# Akt phos inh: blocks phosphorylation of Akt; Neuro2A IGF-stimulated pAkt S473 HTRF, 20 min; stronger effect = lower value; activity change, % for hits at 50 µM; actives 0.32% (n = 360,000); AID 651550; in the data active means activity change below about -80%; inconclusive means mostly about -51% to -80%; further: on the % scale 0 is the no-effect control and ±100 the full control effect
#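 Single-point screen (50 µM final compound) in Neuro2A cells stimulated 20 min with 6 nM IGF at 37 deg C. After lysis, Ser473-phosphorylated Akt read by HTRF (ex 330 nm, em 615/665 nm) as the 665/615 ratio.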
# Mm-Cpn inhibitor: inhibitors of Methanococcus maripaludis chaperonin (MmCpn); purified Mm-Cpn ATPase, ADP Transcreener TR-FRET; Potency, µM (top dose mostly 76.9 µM), inactives show at the top dose activity, negative = inhibition, most hits filed as inhibitors; actives 0.031% (n = 330,000); further: potency means the concentration at half of the fitted maximal effect; on the % scale 0 is the no-effect control and ±100 the full control effect; nearly all actives have a fitted effect of over 80% in size
#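 Measured: ADP formation by purified Mm-CPN. Conditions: 25 nM protein, 10 uM ATP, Tris pH 7.4 with Mg2+, K+ and DTT, 37°C for 30 min. Detection: Transcreener HTRF after 30 min at room temperature.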
# A549 viability: A549 cytotoxicity, counter-screen for Nrf2 inhibitors. A549 ARE-Fluc cells, CellTiter-Fluor viability, 18-24 h. AID 504648. Potency, µM (titrated, usually from 46 µM), inactives show at the top dose activity change, negative = cytotoxicity, actives largely listed as inhibitors. actives 0.16% (n = 390,000); further: potency means the concentration at half of the fitted maximal effect; on the % scale 0 is the no-effect control and ±100 the full control effect
#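 A549 ARE_Fluc cells in 5% FBS OPTI-MEM were exposed to compounds in concentration-response for 18-24 h at 37 deg C. Viability was read by CellTiter-Fluor fluorescence (Ex 405/Em 525) after 30 min, before the luciferase read.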
# HepG2 tox: counter-screen for TGF-b inhibitors: cytotoxicity in HepG2 cells; Potency, µM (series often up to 46.1 µM), without a hit: top-dose activity change, negative = cytotoxicity, usual class: cytotoxic; AID 588856; HepG2 CAGA-GFP viability, ATP luminescence, 18 h; actives 0.76% (n = 410,000); further: potency means the concentration at half of the fitted maximal effect; some results filed as inactive show a strong effect at the top dose
#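 HepG2 CAGA-GFP cells (1000/well, DMEM with 1% FBS) received compound, then TGF-beta at 500 pg/mL final, and were incubated 18 hours at 37 degrees C. Viability was read by CellTiter-Glo luminescence. Media-only wells were set as complete cell-killing and DMSO as no toxicity.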
# CCT chaperon mod: modulators of cytosolic chaperonin (CCT/TRiC) activity | purified chaperonin ATPase assay, HTRF ADP detection, 30 min | activity change, % (concentration not given with the values), hits read low | actives 0.3% (n = 360,000); in the data active means activity change below about -30%; further: on the % scale 0 is the no-effect control and ±100 the full control effect
#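 Enzyme 40 or 20 nM (batch-dependent) in Tris pH 7.4/KCl/MgCl2/DTT; cpd 76 uM single point; ATP 10 uM; 30 min 37 °C; Transcreener ADP HTRF detection, 30 min RT; ratio 665/615.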
# Nrf2 block: blocks Nrf2 signaling; AID 504444; actives 2.1% (n = 360,000); Potency, µM (top dose mostly 46 µM), for the others: top-dose activity change, negative = inhibition, actives largely listed as inhibitors; A549 ARE-Fluc reporter, luciferase luminescence, 18-24 h; further: potency means the concentration at half of the fitted maximal effect; on the % scale 0 is the no-effect control and ±100 the full control effect; nearly all actives have a fitted effect of over 60% in size
#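 Two sequential reads on A549 ARE_Fluc cells exposed to compound for 18-24 h: a CellTiter-Fluor fluorescence read for viability, then a luciferase luminescence read for Nrf2/ARE activity.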
# TGFb inhibitor: TGF-b pathway inhibition; AID 588855; HepG2 CAGA-GFP TGF-b/SMAD3 reporter, GFP fluorescence, 18 h; TGF-beta stimulated, 500 pg/mL final; actives 1.2% (n = 410,000); Potency, µM (highest dose often 46.1 µM), for inactives: at the highest dose activity, negative = inhibition, actives largely listed as inhibitors; further: potency means the concentration at half of the fitted maximal effect; on the % scale 0 is the no-effect control and ±100 the full control effect; nearly all actives have a fitted effect of over 65% in size
#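 GFP signal (ex488/em500-530) from TGF-beta-stimulated HEPG2 CAGA-GFP cells, 500 pg/mL final, 18 h at 37 degrees C in DMEM plus 1% FBS, normalized to unstimulated and DMSO-stimulated controls.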
# Nrf2 ARE act: activators of Nrf2 (ARE) signaling; AREc32 ARE-luciferase reporter (MCF7-derived line), luminescence, 24 h; Potency, µM (highest dose often 46.1 µM), for the others: top-dose activation, hits mostly activators; actives 0.31% (n = 410,000); further: potency means the concentration at half of the fitted maximal effect; % of control where 0% means no effect; nearly all actives have a fitted effect of over 65% in size
#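 ARE activation measured as luciferase luminescence (Steady-Glo, 30 min RT) in AREc32_Fluc cells after 24 hr compound exposure at 37 deg C, 5% CO2; cells seeded overnight at 1000/well in OPTI-MEM, 5% FBS.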
# Numbers without * were called inactive; i = inactive; ? = inconclusive; · = not tested or not shown; & = joins results of further samples; [ ] = another dose, or the depositor's remark. Unless noted, the call rests on the fitted dose curve; in most records, active means well fitted curve in the direction sought with a large enough effect; inconclusive means small, poorly fitted or top-dose-only effect, or another doubt; inactive means no such curve, though single readings can be large; an effect the other way counts as inactive or inconclusive.
nr	Compound	Abeta yeast res	Akt phos inh	Mm-Cpn inhibitor	A549 viability	HepG2 tox
1	COc1ccc(-n2nc(C(=O)NCC(=O)N3CCCCC3)c3ccccc3c2=O)c(OC)c1	-1.4%	i	-1.5%	3.5%	0.2%
2	CC(=O)NCCc1ccc(S(=O)(=O)N2CCCC2)cc1	-7.0%	i	1.0%	-7.0%	0.9%
3	COC(=O)C1=NN(C(C)=O)C2(CC(=O)N(c3cc(C)cc(C)c3)C2=O)C1 (stereo not given)	-20.5%	i	0.6%	-7.7%	3.0%
4	COc1cc(COCC(O)CN2CCN(CCN3C(=O)c4cccc5cccc(c45)C3=O)CC2)cc(OC)c1OC (stereo not given)	-1.1%	i	0.7%	-17.0%	-57.5%
5	O=C1C2C3CCCC3=C3CCCC3C2C(=O)N1c1ccc(Cl)cc1 (stereo not given)	3.9%	i	0.3%	0.1%	20.3%&0.8%
6	CCN(C(=O)CCc1nnc2ccc(NCc3ccco3)nn12)c1ccccc1	-2.9%	i	1.3%	2.8%	15.9%
7	O=C(CSCC(=O)N1CCCCC1)Nc1nc(-c2ccccc2)c(-c2ccccc2)s1	6.5%	i	-29.6%	-26.1%	-7.1%
8	O=C(COC(=O)C12CC3CC(CC(Cl)(C3)C1)C2)Nc1ccccc1	27.3%	i	1.9%	-4.7%	-1.1%
9	S=C(NCCc1ccccn1)Nc1ccc(Cl)cc1Cl	-4.0%	i	1.3%	2.4%	6.8%
10	CSCCC(NC(=O)c1ccccc1)C(=O)NNC(=O)c1csc(N2CCOCC2)n1 (stereo not given)	-19.6%	i	-2.0%	4.2%	16.9%
11	Cc1ccc(N2CCN(S(=O)(=O)N3CCOCC3)CC2)cc1C	-10.5%	i	-3.8%	4.7%	1.6%
12	CCCC(C(=O)NC1CCCC1)N(C(=O)Cn1nnc(-c2ccc(C)o2)n1)c1cccc(O)c1 (stereo not given)	-6.4%	i	-4.4%	-2.1%	-21.3%
13	Nc1nc(SCCOc2ccccc2)n[nH]1	6.7%	i	0.7%	-1.7%	-3.8%
14	CC(C)C(=O)NC(c1cccs1)c1cc([N+](=O)[O-])c2cccnc2c1O (stereo not given)	-42.0%[inhibitor]	i	1.3%	?	-33.5%
15	Cc1ccc(/C=N/Nc2nc(N3CCOCC3)nc(N3CCOCC3)n2)o1	-0.6%	i	-1.1%	7.4%	1.4%

nr	CCT chaperon mod	Nrf2 block	TGFb inhibitor	Nrf2 ARE act
1	0.6	?	6.4%	2.0%
2	0.2	3.6%	0.0%	-0.2%
3	-1.2	?	11.7%	-0.3%
4	1.8	-8.5%	?	24.1%
5	-0.2	·	?	-0.1%
6	-0.5	-5.8%	27.1%	9.1%
7	-0.6	?	?	13.2%
8	1.7	-5.8%	-8.1%	-0.1%
9	-1.5	-9.6%	?	-0.2%
10	-1.0	1.3%	7.2%	-0.1%
11	2.2	4.6%	3.4%	-1.0%[9.22 µM]
12	0.8	5.7%	0.0%	0.5%
13	-2.5	5.9%	-3.7%	-0.7%
14	2.0	20.6µM*	?	-0.6%
15	-5.3	10.5%	-0.6%	0.4%

# The final four compounds of the section above lead into the next.
nr	Compound	Abeta yeast res	Akt phos inh	Mm-Cpn inhibitor	A549 viability	HepG2 tox
12	CCCC(C(=O)NC1CCCC1)N(C(=O)Cn1nnc(-c2ccc(C)o2)n1)c1cccc(O)c1 (stereo not given)	-6.4%	i	-4.4%	-2.1%	-21.3%
13	Nc1nc(SCCOc2ccccc2)n[nH]1	6.7%	i	0.7%	-1.7%	-3.8%
14	CC(C)C(=O)NC(c1cccs1)c1cc([N+](=O)[O-])c2cccnc2c1O (stereo not given)	-42.0%[inhibitor]	i	1.3%	?	-33.5%
15	Cc1ccc(/C=N/Nc2nc(N3CCOCC3)nc(N3CCOCC3)n2)o1	-0.6%	i	-1.1%	7.4%	1.4%
16	Cc1cn([C@H]2C[C@H](O)[C@@H](CNCc3ccc(C#CCCO)cc3)O2)c(=O)[nH]c1=O	12.0%	i	·	·	-3.0%
17	O=C(CSc1nnc(CNC(=O)c2c(F)cccc2F)o1)Nc1ccc2c(c1)OCCO2	-10.1%	i	-9.6%	1.1%	-46.5%
18	CC1(C)Cc2c(sc(NC(=O)c3ccc4ncsc4c3)c2C(N)=O)C(C)(C)N1	-10.5%	i	0.2%	-19.0%	-36.6%
19	CCOc1ccc(-n2c(SCC(=O)Nc3ccc(F)cc3)nc3c([nH]c4ccccc43)c2=O)cc1	-6.4%	·	·	2.0%	-2.8%
20	COc1ccc(NC(=O)CSc2nc(=O)n(CCN3CCOCC3)c3c2CCC3)c(OC)c1	0.0%	i	-1.7%	-0.2%	0.0%
21	COc1ccc(S(=O)(=O)NC2CCCCCC2)cc1C(N)=O	-6.4%	i	1.8%	12.2%	0.3%
22	COCC(C)n1c(C)cc(C(=O)Cn2c(=O)oc3ccccc32)c1C (stereo not given)	0.0%	i	1.8%	0.2%	-17.2%
23	O=C(NCc1ccco1)c1ccc2c(c1)N(Cc1ccc(Cl)cc1)C(=O)c1ccccc1S2	5.5%	·	·	-0.9%	-14.8%
24	COc1ccccc1N1CCN(C2CCCCC2NS(=O)(=O)c2ccccc2)CC1 (stereo not given)	-0.8%	i	2.3%	-1.3%	-16.1%
25	CN(C)c1ccc2c(c1[N+](=O)[O-])Cc1ccccc1-2	0.9%	i	·	-2.8%	1.9%
26	COc1cccc(C2NC(=O)NC(C)=C2C(=O)OCC2CCCO2)c1 (stereo not given)	-5.6%	i	3.2%	2.6%	-4.4%
27	O=C(c1ccc2ncsc2c1)N1CCN(c2cccc(C(F)(F)F)c2)CC1	17.8µM*	i	-10.9%	-9.5%	-9.6%
28	CC1(C)Cc2c(cnn2-c2ccc(F)cc2)C(NC(=O)CCc2ccncc2)C1 (stereo not given)	-0.1%	i	0.5%	-3.4%	8.5%
29	CN(C(=O)c1cccc(NC(=O)C2CCCN(C(=O)OC(C)(C)C)C2)c1)C1CCCC1 (stereo not given)	12.0%	i	2.7%	-6.2%	4.5%
30	CCOc1ccc(NC(=S)N2CCC(c3nc4ccccc4[nH]3)CC2)cc1	-20.0%	i	-0.9%	-0.5%	-14.6%

nr	CCT chaperon mod	Nrf2 block	TGFb inhibitor	Nrf2 ARE act
12	0.8	5.7%	0.0%	0.5%
13	-2.5	5.9%	-3.7%	-0.7%
14	2.0	20.6µM*	?	-0.6%
15	-5.3	10.5%	-0.6%	0.4%
16	0.3	·	-9.9%	-0.5%
17	-1.0	-0.4%	-2.1%	3.7%
18	-1.1	?	?	?
19	·	·	-2.3%	-1.4%
20	1.8	-5.3%	14.7%	0.2%
21	-0.3	-34.7%	26.4%	0.2%
22	-0.6	7.4%	0.8%	1.0%
23	·	·	?	5.5%
24	-1.3	-3.4%	5.9%	-0.6%
25	-1.5	?	?	8.4%
26	1.4	-2.7%	12.3%	0.2%
27	-2.0	-4.0%	-2.1%	-0.2%
28	-1.7	?	-0.1%	0.5%
29	0.1	?	-14.2%	0.2%
30	-1.6	2.4%	-21.7%	-0.5%

# Additional records
nr	Compound	Abeta yeast res	Akt phos inh	Mm-Cpn inhibitor	A549 viability	HepG2 tox
31	Cn1c(=O)n(C)c2cc(NS(=O)(=O)c3ccccc3)ccc21	-8.4%	i	1.8%	0.6%	-0.5%
32	N#CCC(=O)NN=C1CCCCCCCCCCC1	6.6%	·	-0.3%	-2.6%	-9.3%
33	O=C(NN=C1c2ccccc2-c2ccccc21)c1ccccc1Br	-2.7%	i	0.2%	-7.4%	-25.5%
34	CC(C)C[C@H](NC(=O)C1CC(=O)N(c2ccc3c(c2)OCCO3)C1)C(=O)NC1CCCC1 (stereo not given in full)	-2.3%	·	0.0%	-0.7%	9.2%
35	CCCC(=O)C1=C(c2ccccc2)C(C#N)(C#N)C(C#N)=C1N	-9.6%	i	-1.5%	-4.7%	-35.1%
36	O=C(CSc1nnc(NC(=O)c2ccco2)s1)Nc1ccccc1Br	1.8%	i	0.6%	0.9%	15.8%
37	CCc1nnc(N/N=C/c2c(Cl)cccc2Cl)n1N	-4.9%	i	-2.8%	5.1%	-100.3%
38	Cc1ccc2nc(-c3ccccc3)cc(C(=O)NCCCn3ccnc3)c2c1	16.5%	i	-0.1%	1.3%	-35.2%
39	Cc1c(C(=O)N2CCCCC2)sc(N)c1C#N	8.7%	i	1.3%	-0.3%	1.2%
40	COc1ccc(CNCc2ccco2)cc1OCc1ccccc1	-5.6%	i	1.3%	-0.1%	-42.8%

nr	CCT chaperon mod	Nrf2 block	TGFb inhibitor	Nrf2 ARE act
31	-0.1	?	8.4%	17.4%
32	4.9	9.1%	-8.9%	0.4%
33	-0.9	1.6%	?	7.4%
34	-2.3	?	13.3%	0.4%
35	-0.7	-29.5%	19.9%	2.0%
36	0.7	-7.9%	22.9%	0.1%
37	-1.5	-15.6%	?	-2.0%
38	2.6	10.3%	-7.8%	2.0%
39	-6.1	-8.2%	13.5%	0.3%
40	-3.3	23.3%	-9.3%	3.9%

# From PubChem BioAssay
